GAA glycogen mod: qHTS Assay for Inhibitors and Activators of Human alpha-Glucosidase Cleavage of Glycogen; Lysosomal alpha-glucosidase (Homo sapiens), P10253; recombinant GAA, glycogen substrate, Amplex Red glucose oxidase fluorescence; Potency, µM (series often up to 76.4 µM), without a hit: at the top dose activity change, negative = inhibition, actives largely listed as inhibitors; 300,000 tested, 0.38% active; AID 2100, 2009;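 note: potency is the fitted concentration of half-maximal effect; 0% = full enzyme reaction and -100% = no-enzyme basal signal; the screen sought inhibitors and activators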
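Recombinant human enzyme (4 nM); glycogen substrate; 37 C, 40 min, pH 5.0. Readout: coupled glucose oxidase/Amplex Red fluorescence.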
LMNA splice mod: qHTS Assay for Modulators of Lamin A Splicing; 200,000 tested, 0.01% active; HeLa LMNA splicing GFP/RFP minigene ratio, 48 h; Potency, µM (top dose mostly 46.1 µM), without a hit: at the highest dose ratio change, negative = inhibition, usual class: inhibitors; AID 1487, 2009; active = well fitted inhibition curve with a large enough effect in the signal ratio, with a control signal flat, not every such curve was filed as active; inconclusive = small, poorly fitted or top-dose-only effect, or effect the other way, or a change in a side signal; the % refers to the signal ratio; note: potency is the fitted concentration of half-maximal effect; % is set by controls: 0 for no effect and ±100 for the full control effect
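S3 HeLa cells stably expressing lamin A-EGFP splicing minigene plus DsRed2, 600 cells/well, 48 h compound exposure at 37C. Laser-scanning cytometry; analysed as GFP (500-530 nm)/RFP (575-640 nm) total intensity ratio; 0.5% DMSO vehicle.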
CBFb RUNX1 block: qHTS Assay for Compounds Blocking the Interaction Between CBF-beta and RUNX1 for the Treatment of Acute Myeloid Leukemia; Runt-related transcription factor 1 (Homo sapiens) + Core-binding factor subunit beta …; AlphaScreen CBFb-His/RUNX1-biotin binding, biochemical; Potency, µM (top dose mostly 59.8 µM), without a hit: top-dose activity, negative = inhibition, most hits filed as inhibitors; 230,000 tested, under 10 active; AID 1477, 2009; note: % of control where 0% means no effect
Target sequence (Q01196 whole entry, looked up): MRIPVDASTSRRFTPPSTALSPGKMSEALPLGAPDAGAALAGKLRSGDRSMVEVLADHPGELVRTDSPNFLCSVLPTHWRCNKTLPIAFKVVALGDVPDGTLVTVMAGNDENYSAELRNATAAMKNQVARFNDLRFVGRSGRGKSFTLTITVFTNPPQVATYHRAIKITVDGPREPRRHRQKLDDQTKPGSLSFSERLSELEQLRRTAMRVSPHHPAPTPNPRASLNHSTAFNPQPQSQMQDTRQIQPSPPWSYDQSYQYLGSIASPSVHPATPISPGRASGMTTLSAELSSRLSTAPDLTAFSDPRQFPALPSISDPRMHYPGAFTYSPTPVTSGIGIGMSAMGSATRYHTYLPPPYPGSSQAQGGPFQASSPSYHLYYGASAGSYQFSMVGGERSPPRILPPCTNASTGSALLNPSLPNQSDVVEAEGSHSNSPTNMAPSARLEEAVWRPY
Target sequence (Q13951 whole entry, looked up): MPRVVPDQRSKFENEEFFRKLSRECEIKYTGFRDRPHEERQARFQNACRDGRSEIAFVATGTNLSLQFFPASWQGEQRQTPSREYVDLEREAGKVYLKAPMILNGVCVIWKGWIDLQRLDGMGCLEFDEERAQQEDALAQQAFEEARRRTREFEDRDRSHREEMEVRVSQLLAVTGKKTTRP
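His-tagged CBF-beta and biotinylated RUNX1 (30 nM each) were premixed 20 min at room temperature, exposed to compound for 15 min, then given nickel-chelate and streptavidin AlphaScreen beads (50 ng each). After 90 min, AlphaScreen signal was read.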
HttQ103 aggreg: qHTS Multiplex Assay to Identify Dual Action Probes in a Cell Model of Huntington: Aggregate Formation (GFP) | PC12 HttQ103-GFP aggregates, Acumen cytometry, 40 h | Potency, µM (highest dose often 46.1 µM), for inactives: top-dose activity change, negative = inhibition, actives largely listed as inhibitors | 220,000 tested, 1.1% active | AID 1688, 2009; note: potency is the fitted concentration of half-maximal effect; % is set by controls: 0 for no effect and ±100 for the full control effect; nearly all actives have a fitted effect of over 60% in size
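Compounds (qHTS titration) were added to PC12 cells expressing an ecdysone-driven HTT exon 1 Q103–GFP fusion after induction with 100 nM tebufenozide. Aggregate formation was measured as GFP objects in cell lysates.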
HTT ATP protect: qHTS Multiplex Assay to Identify Dual Action Probes in a Cell Model of Huntington: Cytoprotection (ATP); Potency, µM (doses to about 56.4 µM), without a hit: cytoprotection (ATP increase), actives largely listed as activators; AID 1471, 2008; 230,000 tested, 0.14% active; PC12 HTT-Q103 induced, cytoprotection, ATP luminescence, 40 h;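 note: potency is the fitted concentration of half-maximal effect; % of control where 0% means no effect; nearly all actives have a fitted effect of over 45% in size; toxic huntingtin expression switched on by the ecdysone agonist tebufenozide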
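Compounds added alongside 100 nM tebufenozide, which induces toxic Q103 huntingtin exon 1-GFP in stable PC12 cells; surviving cells quantified by luminescent ATP measurement. Medium: phenol red-free DMEM, 5% equine and 5% calf serum.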
GAA inhib: qHTS Assay for Inhibitors of Human alpha-Glucosidase as a Potential Chaperone Treatment of Pompe Disease; purified human GAA, 4-MU-alpha-glucoside fluorescence; Potency, µM (doses to about 76.9 µM), for the others: at the top dose activity change, negative = inhibition, most hits filed as inhibitors; 200,000 tested, 0.005% active; AID 1466, 2008;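 note: potency is the fitted concentration of half-maximal effect; plate controls were uninhibited enzyme wells for no effect and no-enzyme background for full effect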
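Human enzyme at 4 nM with 400 uM 4-methylumbelliferyl-alpha-D-pyranoside, citrate/phosphate buffer pH 5.0, 0.005% Tween-20, 20 min at room temperature. Compounds up to 77 uM. 4-MU fluorescence (Ex 365/Em 440) read after NaOH/glycine stop; AC50 from Hill fit.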
aGlu spleen mod: qHTS Assay for Inhibitors and Activators of Human alpha-Glucosidase From Spleen Homogenate; human spleen homogenate, 4-MU-alpha-glucoside fluorescence; Potency, µM (series often up to 79.9 µM), without a hit: at the highest dose activity change, negative = inhibition, hits mostly inhibitors; 240,000 tested, 0.006% active;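 note: potency is the fitted concentration of half-maximal effect; 0% = enzyme with vehicle and -100% = no enzyme basal signal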
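Human spleen homogenate (1 ug) incubated with compounds and 1 mM 4-methylumbelliferyl-alpha-D-glucopyranoside in pH 5.0 citrate/phosphate buffer, 37 C, 40 min. Stopped at pH 10; 4-MU fluorescence (Ex 365/Em 440 nm); AC50 by Hill fit.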
* marks the source's active call; other numbers are inactive results; ? = inconclusive; . = no result given; & = joins results of further samples; [ ] = dose if it differs, or a comment. Unless noted, calls come from the whole dose curve; as a rule, active = well fitted curve in the direction sought with a large enough effect; inconclusive = small, poorly fitted or top-dose-only effect, or another doubt; inactive = no such curve, though single readings can be large; an effect the other way counts as inactive or inconclusive.

SMILES | GAA glycogen mod | LMNA splice mod | CBFb RUNX1 block | HttQ103 aggreg | HTT ATP protect | GAA inhib | aGlu spleen mod
COc1ccccc1NS(=O)(=O)c1ccc(C)c(NC(=O)NC2CCCCC2)c1 | 6.0% | -10.1% | -26.0% | -13.5% | -1.7%[10 µM] | 3.0% | 2.8%
O=C(CN(Cc1ccc(F)cc1)C(=O)c1ccco1)NCc1ccc(F)cc1 | -10.4% | -9.4% | 1.0% | 21.2% | 3.5%[10 µM] | 1.2% | -7.1%
O=C(CSc1nnc(-c2ccco2)n1Cc1ccco1)Nc1ccccc1 | 12.5% | 0.0% | -0.2% | 23.5% | -15.5% | -0.6% | 1.9%
Cc1cc(C)cc(NC(=O)CSc2nnc(CN3CCOCC3)n2C)c1 | 3.2% | -1.5% | 0.4% | 18.2% | 7.4%[10 µM] | -1.2% | -1.6%
O=C(CN1CCC(n2nnc3cc(F)ccc32)CC1)Nc1ccc2c(c1)CCC2 | -11.9% | -15.2% | -0.6% | ? | 2.3%[10 µM] | 1.1% | -4.0%
Cc1ccc(NC(=O)CC(C)N2CCCC2)cc1 (stereo not drawn) | 1.2% | 18.3% | 0.2% | 15.1% | -3.1% | -2.1% | -9.1%
Cc1cc(=O)[nH]c(CN2CCC(c3ccccc3)CC2)n1 | 8.9% | . | -1.7% | 17.8% | 8.3%[10 µM] | ? | 0.5%
CCN1CCN(S(=O)(=O)c2cccc([N+](=O)[O-])c2)CC1 | 3.5% | 0.6% | 8.9% | 25.3% | -3.1%[10 µM] | 5.9% | -1.3%
CCCSc1nc(N2CCOCC2)c2c(c1C#N)CCCC2 | 4.7% | ? | 7.0% | -10.5% | -55.1%[inhibitor] | -2.5% | -0.5%
CCOC(=O)c1c(NC(=O)c2cc(-c3cccc(O)c3)on2)sc(C(C)=O)c1C | -0.1% | ? | -0.7%[2.36 µM] | -15.3% | . | 2.1% | -0.9%
CCN(CC)c1ccc(/C=N/NC(=O)Cc2nnc(NC(=O)Nc3ccccc3)s2)cc1 | 11.4% | 5.7% | -10.7% | -30.7% | 10.7%[10 µM] | 0.0% | -3.7%
N#C/C(=C\c1cn(CCOc2ccccc2)c2ccccc12)C(=O)NCc1cccs1 | -1.0% | -8.4% | 19.2% | 0.0% | -9.8%[10 µM] | 1.1% | -7.1%
Cc1ccc(N(C)C(=O)N2CCN(c3ccccn3)CC2)cc1 | 6.0% | -11.9% | 6.1% | -3.5% | 0.7% | 5.8% | 1.8%
Cc1c(CCOC(=O)c2cccc([N+](=O)[O-])c2)sc[n+]1CC(=O)c1ccccc1 | 14.8% | 3.5%[46 µM] | -3.5% | 12.9%[9.22 µM] | 20.5%[10 µM] | 2.4% | -2.4%
Cc1ccc(N2CCN(S(=O)(=O)c3ccc4c(c3)n(C)c(=O)c(=O)n4C)CC2C)cc1 (stereo not drawn) | -1.5% | 4.1% | -3.5% | 12.3% | . | 1.3% | -11.0%
COc1ccc(C(=O)N/N=C/c2cn[nH]c2-c2ccc(OC)cc2OC)cc1 | 1.3% | ? | 4.5% | -13.7% | . | -1.6% | 1.3%
CCN(CC)C(=O)CC(c1cc(OC)c(OC)c(OC)c1)c1c(OC)cc(OC)c2ccc(=O)oc12 (stereo not drawn) | 0.2% | . | -4.8%&7.3% | 31.7%[9.22 µM] | 19.7%[10 µM] | . | -8.7%&-0.6%
CCOc1cc2c(cc1OCC)C(C(=O)O)C(c1ccc(OC)c(O)c1)N(C)C2=O (stereo not drawn) | -20.5% | 7.0% | 2.1% | 12.1% | -9.2% | -0.2% | -0.9%
CN(C)c1ccc(N/C(N)=N/c2nc(C(F)(F)F)cc(C(F)(F)F)n2)cc1 | -2.8% | 20.8%[46 µM] | -24.1% | -12.2% | -14.0% | -3.0% | -1.1%
Cc1cc(C=C2C(=O)CCCC2=O)c(C)n1-c1ccccc1 | 14.1% | 0.1% | -19.6% | 0.2% | 6.3%[10 µM] | -1.8% | -5.3%
CCOc1ccccc1OCC(=O)NCc1ccco1 | -1.0% | 9.2% | -11.2% | ? | -6.5% | -3.6% | -15.6%
CC(C)(C)c1ccc(C2C(C#N)=C(N)Oc3n[nH]c(-c4cccnc4)c32)cc1 (stereo not drawn) | -4.9% | . | 5.0% | 9.0%[9.22 µM] | -23.2%[10 µM] | . | 4.1%
Cc1c(Cl)cccc1N1C(=O)C(N2C(=O)c3cccc([N+](=O)[O-])c3C2=O)C1c1cccs1 (stereo not drawn) | 8.9% | 2.6% | 0.1% | -1.9% | -3.0% | -3.3% | -2.4%
CCc1nc(OCCN(CC)CC)c2oc3ccccc3c2n1 | 8.5% | -1.2% | 1.5% | 10.9% | -16.4% | 6.3% | -4.5%
COc1cc2c(cc1NC(=O)CSc1ccc(C)cc1)oc1ccccc12 | -5.5% | 0.1% | 19.4% | -15.3% | -20.8% | -32.4% | -10.4%

Results in GAA glycogen mod and GAA inhib (3 entries from above):
| structure | GAA glycogen mod | GAA inhib |
| --- | --- | --- |
| CCN(CC)c1ccc(/C=N/NC(=O)Cc2nnc(NC(=O)Nc3ccccc3)s2)cc1 | 11.4% | 0.0% |
| N#C/C(=C\c1cn(CCOc2ccccc2)c2ccccc12)C(=O)NCc1cccs1 | -1.0% | 1.1% |
| Cc1ccc(N(C)C(=O)N2CCN(c3ccccn3)CC2)cc1 | 6.0% | 5.8% |

Returning to the listing with the two entries that preceded the break.
SMILES | GAA glycogen mod | LMNA splice mod | CBFb RUNX1 block | HttQ103 aggreg | HTT ATP protect | GAA inhib | aGlu spleen mod
CCc1nc(OCCN(CC)CC)c2oc3ccccc3c2n1 | 8.5% | -1.2% | 1.5% | 10.9% | -16.4% | 6.3% | -4.5%
COc1cc2c(cc1NC(=O)CSc1ccc(C)cc1)oc1ccccc12 | -5.5% | 0.1% | 19.4% | -15.3% | -20.8% | -32.4% | -10.4%
Cc1cc2nc(N)sc2cc1[N+](=O)[O-] | 8.7% | 21.9% | 0.2% | -4.4% | -5.2% | ? | -0.8%
CNC(=O)NC(=O)COC(=O)CCc1nc(=O)c2ccccc2n1C | -7.4% | 8.3%[46 µM] | 8.3% | 25.8% | -21.3%[10 µM] | ? | 2.9%
Cc1ccc(NC(=O)c2ccccc2)cc1-n1cnnn1 | 14.5% | -15.9%[46 µM] | ? | 1.2%[9.22 µM] | 11.0%[10 µM] | ? | -2.7%
CCCc1nnc(NC(=O)CCC(=O)N2CCN(CCOc3ccc(C)cc3)CC2)s1 | 9.6% | ? | 17.5% | ? | 6.6% | -1.1% | -0.4%
COC(=O)C1=C(C)NC(C)=C(C(=O)OC)C1c1ccc(OC(=O)c2ccco2)cc1 | 2.6% | 3.1% | 2.1% | ? | -15.9% | ? | -9.6%
O=C(Nc1ncc(Cc2ccccc2)s1)C1CCCO1 (stereo not drawn) | 1.8% | -8.9% | -0.6% | 14.3% | -19.4%[10 µM] | 7.1% | -2.1%
Cc1cc2c(cc1S(=O)(=O)N(C)c1ccccc1)NC(=O)CO2 | -6.3% | . | 12.4% | ? | ? | -5.2% | .
C=C(C)C1CCC2(C(=O)O)CCC3(C)C(CCC4C5(C)C(C=O)C(O)C(C)(C)C5CCC43C)C12 (stereo not drawn) | 2.9% | . | 4.4% | 10.6%[9.22 µM] | -1.8%[10 µM] | . | 4.2%
Cc1ccc(-n2nnnc2SC(C)C(=O)Nc2ccccc2-c2ccccc2)cc1 (stereo not drawn) | -6.9% | ? | 18.4% | -7.8% | 21.2%[10 µM] | -1.4% | 6.5%
Cc1ccc(S(=O)(=O)N(C)c2ccc(OCC(=O)NC3=NCCS3)cc2)cc1 | 1.0% | . | -7.1% | 5.1% | -24.6% | -9.9% | 3.6%
CCCCOC(=O)NS(=O)(=O)c1sc(CC(C)C)cc1-c1ccc(Cn2c(CC)nc3c(C)cc(C)nc32)cc1 | . | ? | -11.1% | . | 0.7%[1.9 µM] | . | 8.9%
O=C(c1cc(-c2cccs2)on1)N1CCCCC1 | 4.8% | -9.6% | -6.8% | 0.4% | -16.6% | -2.3% | -0.1%
COc1ccc(NC(=O)C(C)N2c3cccc4cccc(c34)S2(=O)=O)cc1 (stereo not drawn) | -5.0% | ? | 14.6% | -5.5% | 10.1% | -2.7% | -2.9%
CC(=O)NN1C(=O)c2ccccc2NC1c1ccoc1 (stereo not drawn) | 3.0% | . | 4.6% | -5.6% | -5.4% | ? | -2.8%
COC(=O)CNC(=O)/C=C/c1cc(Br)ccc1OC | 4.9% | . | 2.3% | -4.7% | -26.6% | 3.2% | 14.6%
O=[N+]([O-])c1cccc(C(F)(F)F)c1 | . | . | 1.3%[21.7 µM] | . | -0.6% | . | -2.5%
Cn1ccnc1SCC(=O)NC1CCCCC1 | 7.1% | -0.3% | 7.7% | 7.8% | 5.2%[10 µM] | -6.8% | 5.0%
Cn1ncc2c(Nc3cccc(C(=O)O)c3)ncnc21 | -12.5% | 4.8% | -0.5% | -0.5% | -3.3% | 1.1% | -16.4%
Brc1ccc(-c2ncc(-c3ccccc3)cn2)cc1 | 2.6% | 8.8% | -1.7% | 3.9%[9.22 µM] | -2.2% | -10.3% | -3.1%
O=C(COC(=O)/C=C/c1ccco1)NCc1ccco1 | 6.1% | . | ? | -15.1% | -0.9% | -10.1% | 0.0%
CCN1CCN(CC(=O)Nc2ccc(C)cc2C)C(=O)C1=O | -38.4% | 0.5% | -6.3% | 2.1% | -3.3% | 0.7% | 7.5%
CCCCC(=O)Nc1ccc(NC(=O)C2CC2)nc1 | 4.3% | -14.6% | 3.5% | -0.6% | -1.8%[10 µM] | 7.8% | 0.3%
CC(=O)c1cccc(NS(=O)(=O)c2c(C)noc2C)c1 | 5.2% | 4.7% | 4.1% | -13.4% | 2.0% | 5.4% | -9.3%
